eIF4E 4G PPI = eIF4E–eIF4G protein interaction inhibitors, primary screen, biochemical, uHTS, TR-FRET, eIF4GI fragment; Eukaryotic translation initiation factor 4E (Mus musculus) + Eukaryotic translation …; TR-FRET eIF4E-eIF4GI(517-606) binding, 2 h; inhibition, % at 21.7 µM; actives 0.37% (n = 220,000);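 active = inhibition above about 30%, limit read from the data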;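 also: 0% = full FRET control wells and 100% = background wells lacking eIF4GI fragment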
EP2 antag = human EP2 receptor antagonists, primary screen, TR-FRET cAMP, C6 glioma cells; Prostaglandin E2 receptor EP2 subtype (Homo sapiens), P43116; C6 glioma cells expressing human EP2; cells stimulated with saturating PGE2; inhibition, % at 25 µM; actives 0.52% (n = 260,000); AID 1422, 2008;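 active = percent inhibition above 40 after rounding to a whole number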;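 also: rat C6 glioma host cells with rolipram phosphodiesterase inhibitor present; the protocol text gives 20 µM as final concentration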
Target sequence (P43116 whole entry, looked up): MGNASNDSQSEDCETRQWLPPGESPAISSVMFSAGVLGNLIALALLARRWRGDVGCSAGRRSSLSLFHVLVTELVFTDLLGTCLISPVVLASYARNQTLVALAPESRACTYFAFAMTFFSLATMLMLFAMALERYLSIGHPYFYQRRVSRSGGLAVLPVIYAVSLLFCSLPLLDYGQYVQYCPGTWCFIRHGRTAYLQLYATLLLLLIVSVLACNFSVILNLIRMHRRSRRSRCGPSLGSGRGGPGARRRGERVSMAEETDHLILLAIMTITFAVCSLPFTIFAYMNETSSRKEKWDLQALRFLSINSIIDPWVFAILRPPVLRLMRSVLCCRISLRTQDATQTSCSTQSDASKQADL
Rad51 HR inh = human RAD51 strand exchange inhibitors, primary screen, biochemical, fluorescence | AID 1385, 2008 | actives 0.085% (n = 200,000) | inhibition, % at 10 µM | DNA repair protein RAD51 homolog 1 (Homo sapiens), Q06609 | hRad51 DNA strand exchange, fluorescence dequenching;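 active = inhibition above 40% at the single screening dose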;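 also: 0% = DMSO control wells and 100% = blanks with heterologous ssDNA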
Target sequence (Q06609 whole entry, looked up): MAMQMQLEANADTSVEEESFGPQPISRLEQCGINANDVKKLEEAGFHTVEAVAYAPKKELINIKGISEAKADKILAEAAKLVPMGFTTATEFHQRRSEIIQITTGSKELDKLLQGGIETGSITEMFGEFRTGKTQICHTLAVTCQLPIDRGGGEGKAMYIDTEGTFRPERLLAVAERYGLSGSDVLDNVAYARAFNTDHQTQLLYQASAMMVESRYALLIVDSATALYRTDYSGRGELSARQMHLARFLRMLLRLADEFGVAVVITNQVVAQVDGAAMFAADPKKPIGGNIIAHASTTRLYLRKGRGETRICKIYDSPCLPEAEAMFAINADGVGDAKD
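Test system: preformed human Rad51 ssDNA filaments. Compound dosing: single dose, 10 µM final compound. Incubation: filaments 15 min 37 °C, then compound 30 min. Technique: FRET fluorescence dequenching, excitation 485 nm, emission 520 nm. Read-out basis: percent inhibition from fluorescence, normalised to plate control and blank means. Benchmarks: plate controls and plate blanks.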
EP2 mod = EP2 receptor modulators, cAMP readout, primary screen, cell-based, HTRF cAMP, PGE2 stimulation; Prostaglandin E2 receptor EP2 subtype (Homo sapiens), P43116; EP2-expressing cells, cAMP HTRF FRET, PGE2 co-stimulation; induction, % at 25 µM; actives 0.83% (n = 260,000);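 active = compounds whose cAMP rise, as percent of the full-agonist control response, exceeds 60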;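 also: rat C6 glioma line stably carrying human EP2 under a CMV promoter; the protocol text gives 20 µM as final concentration; 100% = response of wells given 1 µM PGE2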
14-3-3 Bad PPI = inhibitors of 14-3-3 zeta/Bad binding, primary screen, biochemical, TR-FRET, bovine 14-3-3 zeta; inhibition, % at 21.7 µM; TR-FRET 14-3-3zeta/Dy647-pBad peptide displacement, 1 h; actives 0.71% (n = 220,000);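 active = inhibition above about 70%, limit read from the data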;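 also: 0% = full 14-3-3 plus peptide FRET controls and 100% = background without 14-3-3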
Target sequence (P63103 whole entry, looked up): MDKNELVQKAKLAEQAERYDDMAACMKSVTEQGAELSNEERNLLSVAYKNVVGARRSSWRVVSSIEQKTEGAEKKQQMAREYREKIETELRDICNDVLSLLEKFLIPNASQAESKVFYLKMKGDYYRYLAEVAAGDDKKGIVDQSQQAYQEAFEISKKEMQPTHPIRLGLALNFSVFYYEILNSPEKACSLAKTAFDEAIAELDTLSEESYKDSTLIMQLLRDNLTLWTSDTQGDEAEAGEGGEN
Hck-Nef inh = inhibitors of Nef-activated human Hck kinase, primary screen, biochemical, Z-Lyte FRET, 384-well, Hck-YEEI | Tyrosine-protein kinase HCK (Homo sapiens), P08631 | AID 463187, 2010 | actives 0.68% (n = 220,000) | inhibition, % at 20 µM | Recombinant Hck-YEEI plus Nef, Z-Lyte FRET kinase assay;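 active = Hck-Nef kinase inhibition above about 50%, limit read from the data; inactive = inhibition below that limit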;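 also: 0% = DMSO with Hck plus Nef and 100% = Hck alone without Nef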
zVAD death inh = inhibitors of zVAD-triggered necroptosis, primary screen, L929 cells. L929 zVAD necroptosis rescue, ATP luminescence, 24 h; with zVAD 60 µM. viability rescue, % at 10 µM. actives 0.38% (n = 220,000);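 active = activation, scaled between plate controls, above about 75%, limit read from the data; inactive = activation under that limit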;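 also: 0% = zVAD with DMSO and 100% = DMSO alone without zVAD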
Tb hexokinase = Trypanosoma brucei hexokinase 1 inhibitors, primary screen, biochemical, G6PDH-coupled NADH absorbance, MLSCN library; hexokinase 1 [Trypanosoma brucei]; recombinant TbHK1, G6PDH-coupled NADH A340; inhibition, % at 10 µM; actives 0.11% (n = 220,000);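 active = inhibition of 50% or more in the single-dose primary screen; inactive = inhibition below 50%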
m-calpain inh = inhibitors of pig calpain II, primary screen, biochemical, fluorogenic peptide substrate, 1536-well | purified calpain II, 30 min | inhibition, % at 16 µM | actives 0.37% (n = 220,000) | AID 1236, 2008;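 active = inhibition above about 50%, limit read from the data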
Starred values were filed as active, the others as inactive; . = no result given; & = joins results of further samples; [ ] = dose if it differs, or a comment. An excerpt; rates above refer to the full screens.

Values run as follows: eIF4E 4G PPI, EP2 antag, Rad51 HR inh, EP2 mod, 14-3-3 Bad PPI, Hck-Nef inh, zVAD death inh, Tb hexokinase, m-calpain inh
CCOc1ccc(N=Nc2c(=O)[nH]n3c(=O)cc(C)[nH]c23)cc1
  -7[fluorescence artefact?], 19, 1, 8, 9[fluorescence artefact?], 1, -0.6, -6, -10
CC(C)(C)c1nc2c(Br)cc(Br)cc2c(=O)o1
  4, 8, 20, 35, 2[fluorescence artefact?], -1, ., 2, 8
CCC(=O)Nc1ccccc1Sc1ncnc2scc(-c3ccccc3)c12
  3[fluorescence artefact?], 1, 2, 17, 6, 3, 2.1, -5, 7
CC(=O)NC1=NN(C(C)=O)C(c2cccs2)S1 (stereo not drawn)
  1, 16, -2, -1, 17, 7, 0.1, 18, -15
Cc1ccc(CSCC(=O)N2CCN(Cc3ccc4c(c3)OCO4)CC2)cc1
  2, 9, -4, -35, -5, 9, 0.5, -6, -8
CN1CCN(c2nc(-c3ccccc3)ncc2S(=O)(=O)c2ccccc2)CC1
  1, 8, 2, -4, 13, -9, 0.1, 2, 31
CCc1cccc2c(C#N)cn(CC(=O)NCCOC)c12
  -5, 4, -3, -9, 17, 0, -0.3, 6, 12
Cc1ccc(C(=O)Nc2nc(=O)n(C(=O)c3ccccc3Cl)s2)cc1
  5[fluorescence artefact?], 11, -8, 7, 24, 0, 0.8, -6, -17
CC(C)CC(=O)N(c1ccc(F)cc1)C1C=CS(=O)(=O)C1 (stereo not drawn)
  -6, 11, 4, 10, 9, 0, -0.4, 5, 17
Cn1nnc2cc(C(=O)NCCC3=CCCCC3)ccc21
  0, 12, 1, 5, -3, -4, 0.4, -1, 20
Cc1cc(NC(=O)CN2C(=O)NC3(CCCCCC3)C2=O)no1
  -5, 1, -12, 7, -1, 3, -0.4, -3, 18
O=C(CN1C(=O)C2C3CC(C(Br)C3Br)C2C1=O)OCC(=O)c1cccc([N+](=O)[O-])c1 (stereo not drawn)
  1, 11, -10, -24, -12, -11, 1.5, -1, 1
CCCC(=O)Nc1nnc(CC(=O)N2CCCC2)s1
  2, 8, -4, -14, -8, 0, -0.2, 5, 21
Cc1cccc2c(=O)cc(C)n(CC(=O)N3CCCCC3)c12
  -1, 2, 6, -2, -6, 0, 1.0, -1, -2
Cc1ccc(S(=O)(=O)Nc2ccccc2C(=O)OC(C)C(=O)Nc2ccc3ccccc3c2)cc1[N+](=O)[O-] (stereo not drawn)
  0[fluorescence artefact?], 11, 9, -1, 7, 5, 0.1, -9, -54
O=C(Cc1ccccc1)N1CCN(S(=O)(=O)c2cccc([N+](=O)[O-])c2)CC1
  3, 7, ., -34, -1, 10, -0.7, -3, -7
Cc1ccc(S(=O)(=O)NC2=NCN(CCc3ccccc3)CN2)cc1
  -2, 8, -1, -8, 14, 3, 0.7, 6, 1
O=c1c2ccccc2nc2n1C(CBr)CS2 (stereo not drawn)
  4, 14, 11, -12, -2, 11, 1.9, -11, -13
O=[N+]([O-])c1ccc(Nc2nc(Cl)nc(NCCO)n2)cc1
  -1, 8, -4, -32, 11, -4, 2.5, -16, -9
COc1cc(/C=N/NC(=O)c2cc(C3CC3)[nH]n2)ccc1O
  -6, 4, 19, 3, 3, 27, 75, -64, -18
O=C(NCC(c1cccnc1)N1CCN(c2ccccc2F)CC1)C1CCCCC1 (stereo not drawn)
  -2, 10, 2, 2, -6, 3, -0.8, -7, -12
O=C1CC(c2ccc(S(=O)(=O)NCc3ccncc3)cc2)CN1 (stereo not drawn)
  2[fluorescence artefact?], 8, 1, 12, 7[fluorescence artefact?], 0, -1.0, -4, -21
O=C(c1ccc(-c2ccccc2)cc1)c1ccc([N+](=O)[O-])cc1
  7, 9, 2, 3, 5, 3, 0.8, -13, 19
O=C(Cc1ccccc1)NCC(=O)N/N=C/c1cccnc1
  7, 8, ., -35, 7, 15, 0.7, 8, 7
O=C(NNc1cc(N2CCOCC2)nc(N2CCOCC2)n1)c1ccc([N+](=O)[O-])cc1
  -4, 9, -8, -1, -9, 13, -0.3, -6, 28
COc1ccc(-c2cc(C(=O)Nc3c(C)n(C)n(-c4ccccc4)c3=O)no2)cc1OC
  -3, 5, 20, 9, -8, -22, 2.2, -4, 5
O=C(NCCS(=O)CCNC(=O)C(F)(F)F)C(F)(F)F
  0, 12, -3, -14, 1, 1, 0.9, -2, 15
c1ccc(-c2nnsc2-c2nc3ccccc3[nH]2)cc1
  1, 6, -1, -43, -6, 24, -0.3, -25, -172
Cc1ccc(N2C(=O)CC(C3CCCO3)C2=O)cc1 (stereo not drawn)
  ., 13, 7, 8, ., -19, -0.9, -2, 11
CCN(C(=O)CN1CCN(Cc2ccccc2)CC1)c1c(N)n(Cc2ccccc2)c(=O)[nH]c1=O
  2, 7, -8, 31, -17, 21, 2.7, 5, -1
O=C(/C=C/c1c[nH]c2ccccc12)c1cccc2ccccc12
  1, 4, -8, -7, -1, -1, 0.6, -5, 33
CCC(C)(C)NC(=O)CN(Cc1cccs1)C(=O)C(=O)Nc1ccc2c(c1)OCCO2
  -8, 12, 7, 1, -10, 2, -0.3, -1, 6
C=CCNCCOc1c(C)cc(C)cc1Cl
  -4, 7, ., -6, 3, 6, 0.0, 1, -10
COc1ccc(C/C(C)=N/NC(=S)Nc2ccc(Cl)cc2)cc1
  0, 10, 21, -12, -4, 15, 1.6, -7, -6
O=C(CSc1nnnn1C1CCCC1)NCc1cccs1
  -2, 14, -9, 0, -7, 15, 20, -9, -3
Cc1ccc(S(=O)(=O)N2CCCCC2)cc1NC(=O)CCOc1ccccc1
  -3, 5, 3, 20, 7, 2, -0.3, 2, 12
Cc1ccc(C(=O)c2cc([N+](=O)[O-])ccc2N2CCCCC2)cc1C
  -6, 2, ., 43, -3, 1, -1.1, 6, 35
CC1CCCN(CCOc2ccc3ccccc3c2Br)C1 (stereo not drawn)
  1, 9, 2, -11, 9, 7, 1.4, 4, 1
Cc1ccccc1N=C1SC(CC(=O)Nc2ccc3ccccc3c2)C(=O)N1Cc1ccccn1 (stereo not drawn)
  10, 3, -5, -23, -19, 4, 1.7, 11, -20
CCCC(=O)Nc1ccc2c(c1)C(=O)NC2=O
  3, 11, -7, 13, -6, 0, -0.7, -9, -246
CCCOC1CCCN(C(=O)CCc2nnc(CCCCc3ccccc3)o2)C1 (stereo not drawn)
  1, 8, -7, -4, -6, 7, -0.6, -4, 0
Cc1ccc(S(=O)(=O)C2C(=O)N(C)C3(C)CC2c2ccccc2O3)cc1 (stereo not drawn)
  -4, 3, 1, 13, -4[fluorescence artefact?], 1, 1.1, -9, -1
Cc1cccc(C)c1C(OCCN(C)C)C1CCCCC1 (stereo not drawn)
  14, 4, -5, 11, -19[fluorescence artefact?], 3, 1.2, 14, -17
O=[N+]([O-])c1ccc(SCc2ccco2)cc1N1CCOCC1
  0, -1, -1, 26, -18, 27, 1.3, -4, 9
Cc1c(N2C(=O)C3C4C=CC(C5CC45)C3C2=O)c(=O)n(-c2ccccc2)n1C (stereo not drawn)
  0, 4, ., 22, 0, 21, 0.0, -1, -11
O=C(CN(c1ccc(Br)cc1)S(=O)(=O)c1ccc(Cl)c([N+](=O)[O-])c1)NCCc1ccccc1
  -5, 5, ., 26, -8, 4, -0.6, -4, -38
CCCc1cc(C(=O)NNC(=S)NCc2ccccc2)cs1
  -2, 5, 2, 3, -7[fluorescence artefact?], -1, -0.1, 7, 17
CN(C)CCCNCCCNC(=O)/C(=N\O)c1ccccc1
  -12, 9, 2, 19, -2, 23, 0.5, -1, -28
Cc1c(Cl)cccc1N(CC(=O)O)S(C)(=O)=O
  3[fluorescence artefact?], 14, 1, 37, 65, -6, -0.3, 5, -5
CC1(C)Cc2nc3oc4c(SCC(N)=O)ncnc4c3cc2CO1
  8, 10, -9, 13, 12, 6, -0.3, -8, 5

Part of the list above in order of SMILES length, highest first:
Values run as follows: eIF4E 4G PPI, EP2 antag, Rad51 HR inh, EP2 mod, 14-3-3 Bad PPI, Hck-Nef inh, zVAD death inh, Tb hexokinase, m-calpain inh
O=C(CN(c1ccc(Br)cc1)S(=O)(=O)c1ccc(Cl)c([N+](=O)[O-])c1)NCCc1ccccc1
  -5, 5, ., 26, -8, 4, -0.6, -4, -38
O=[N+]([O-])c1ccc(SCc2ccco2)cc1N1CCOCC1
  0, -1, -1, 26, -18, 27, 1.3, -4, 9
CN(C)CCCNCCCNC(=O)/C(=N\O)c1ccccc1
  -12, 9, 2, 19, -2, 23, 0.5, -1, -28

Following part.
Values run as follows: eIF4E 4G PPI, EP2 antag, Rad51 HR inh, EP2 mod, 14-3-3 Bad PPI, Hck-Nef inh, zVAD death inh, Tb hexokinase, m-calpain inh
O=C1CCCN1c1nccs1
  0, 7, 9, 9, -2, 11, -0.3, 0, -27
Cc1cc(C(=O)NCc2cccs2)n(-c2ccccc2)n1
  6, 4, 1, 9, 5, 0, 0.2, -15, -15
COc1cc(OC)cc(C(=O)Nn2cc(C(=O)N3CCN(C)CC3)c3ccccc3c2=O)c1
  -11, 10, 7, 10, -12, 2, 0.9, -14, 32
FC(F)(F)c1cc(-c2cccs2)nc2cc(-c3cccs3)nn12
  -5, 7, 3, 11, 5, 15, 0.1, -4, -72
CC(C)(C)c1nnc2sc(SCC(=O)c3cccs3)nn2c1=O
  1, 13, -5, 3, -7, 6, 0.7, -1, 12
O=C(NNC(=S)Nc1ccc(F)c(Cl)c1)C1CC1
  1, 4, ., -6, -6, 4, -0.4, -8, -17
Cc1nc2nc(C)c(CCC(=O)N3CCN(c4ccccn4)CC3)c(C)n2n1
  5, 7, -5, 25, 5, -1, -0.5, 0, -16
Cc1ccc(S(=O)(=O)N2CCC(C(=O)OCC(=O)N3CC(=O)Nc4ccccc43)CC2)cc1
  9, 8, -39, -16, -2[fluorescence artefact?], 2, 0.8, 4, 31
COc1ccc(-c2cnnc(N/N=C/c3c(C)nn(-c4ccccc4)c3Cl)n2)cc1
  -12, 0, 1, 1, 54[fluorescence artefact?], -5, 2.4, -23, -27
COc1ccc(C2=NOC(C(=O)N3CCN(c4ccccc4OC)CC3)C2)cc1 (stereo not drawn)
  1, 15, 4, 13, 3, 0, 0.6, -12, -44
COc1ccc(OCCCC(=O)NC(C)c2ccccc2)cc1 (stereo not drawn)
  7[fluorescence artefact?], 10, 6, -9, 1[fluorescence artefact?], 1, -0.3, 3, -10
O=C(Nc1nc2ccccc2s1)c1cc(-c2ccco2)nc2ccccc12
  -8, 7, -2, -1, 15, 2, 1.1, -21, -133
CCC(CC)C(=O)N1c2ccc(F)cc2CCC1C (stereo not drawn)
  -4[fluorescence artefact?], 11, 3, 46, 7[fluorescence artefact?], 0, -0.5, 3, 36
O=C(Nc1ccccc1C(=O)N1CCCC1)C1COc2ccccc2O1 (stereo not drawn)
  -3, 11&3, 1, -3&-19, 0, -2, 0.5, 0, 27
CCCCC(CC)C(=O)Nc1cc([N+](=O)[O-])ccc1F (stereo not drawn)
  -4, 9, 0, 37, 1, 10, -0.5, 1, 26
CC1CC2=C(NC(=S)NC2c2ccc(F)cc2)/C(=C/c2ccc(F)cc2)C1 (stereo not drawn)
  0, 1, 3, 56, 2, -1, 0.3, 0, -54

Source: PubChem (several laboratories)
